# MEKK2wt PB1 HTS: raises or lowers MEK5 binding to wildtype human MEKK2 PB1 domain; bead flow cytometry, Alexa488-MEK5 binding to MEKK2 WT; actives lie on both sides; AID 1531; binding response (% of control), % at 10 µM; 1.1% of 290,000 active; in the data active means binding response below about 67% or above about 130%
# IMP-1 inh: inhibitors of Pseudomonas aeruginosa IMP-1 metallo-beta-lactamase | 0.45% of 290,000 active | inhibition, % at 5.6 µM | purified IMP-1, nitrocefin hydrolysis, epi-absorbance fluorescence;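 active means inhibition above the mean plus 3 SD of all compounds in the same screening run, cut at about 4.5% in these data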;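 further: 0% = IMP-1 with DMSO and 100% = DMSO wells lacking enzyme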
#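 System: Purified recombinant IMP-1 metallo-beta-lactamase enzyme | Measured by: Fluorescence quenching readout, ex 480/em 530 nm | Replication: Singlicate | Incubation: 15 min preincubation plus 25 min reaction at 25 °C | Evaluation: Percent inhibition from optical density relative to buffer-blank wells | Benchmarks: DMSO with and without IMP-1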
# MEKK2 mut-MEK5: signal of MEK5 binding to mutant human MEKK2 PB1 domain; percent response, % at 10 µM; bead flow cytometry, Alexa488-MEK5 binding to MEKK2 mutant; 0.35% of 290,000 active; in the data active means percent response above about 24%, passing the limit was not always enough; further: inactives centre near 1; some results filed as inactive read as strong as hits
# SUMO HTRF inh: SUMOylation inhibition | HTRF SUMOylation assay, SAE1/SAE2 + UBC9, in vitro | 0.36% of 290,000 active | inhibition, % at 35 µM; in the data active means inhibition above about 50%, passing the limit was not always enough; further: strong numbers were not always called active
# Target sequence (P63279 whole entry, looked up): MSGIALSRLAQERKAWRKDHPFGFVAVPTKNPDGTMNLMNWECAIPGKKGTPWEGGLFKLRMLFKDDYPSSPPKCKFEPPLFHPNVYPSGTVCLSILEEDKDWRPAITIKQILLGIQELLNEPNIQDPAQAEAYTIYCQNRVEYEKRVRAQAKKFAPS
# VIM-2 inh: inhibitors of Pseudomonas aeruginosa VIM-2 metallo-beta-lactamase. inhibition, % at 5.6 µM. AID 1527. purified VIM-2, nitrocefin hydrolysis, epi-absorbance fluorescence. 0.89% of 290,000 active;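 active means inhibition above the mean of all tested compounds plus 3 SD, cutoff set per screening run, cut at about 7.5% in these data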;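 further: red hydrolysis product quenches plate fluorescence so inhibitors raise well fluorescence; 0% = enzyme with DMSO and 100% = DMSO without enzyme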
# DNA FID counter: displaces DNA intercalator in HCV helicase counter-screen; DNA fluorescent intercalator displacement, fluorescence; inhibition, % at 7.9 µM; 0.17% of 290,000 active; in the data active means inhibition above about 37%;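 further: 0% = vehicle and 100% = reference compound; higher means more ethidium bromide displaced from hairpin DNA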
# HCV NS3 hel inh: HCV NS3 helicase inhibition; NS3 helicase DNA unwinding, Cy5 molecular beacon fluorescence; inhibition, % at 10.9 µM; 0.56% of 290,000 active; AID 1800;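 active means inhibition above the mean of all tested compounds plus 3 SD, set per campaign, cut at about 35% in these data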;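 further: 0% = DMSO wells and 100% = thioflavine S control wells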
#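 assay system = NS3 helicase fragment of HCV | buffer or medium = MOPS pH 6.5, MgCl2, DTT, Tween20, BSA | timing = 60 min unwinding reaction at 25 °C after ATP addition | signal = Cy5 beacon fluorescence read at start and 1 h | read-out basis = % inhibition of unwinding | control set = low DMSO, high thioflavine S at 110 µM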
# M18AAP inhibitor: blocks P. falciparum M18 aspartyl aminopeptidase; 1.2% of 290,000 active; inhibition, % at 7.35 µM; recombinant PfM18AAP, H-Glu-NHMec fluorogenic cleavage; AID 1822;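 active means inhibition above the campaign mean inhibition over all tested compounds plus 3 SD, cut at about 28% in these data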;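 further: 0% = plate median of test compound wells and 100% = 2 mM ZnCl2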
# NALP1 inh: NALP1 inhibition. AID 2071. inhibition, % at 10 µM. S. cerevisiae NALP1/ASC/caspase-1 growth, X-gal OD620, 72 h. 0.61% of 280,000 active; in the data active means inhibition mostly above about 24%, no sharp cut-off; inactive means mostly below about 32%; further: some compounds called inactive have numbers as strong as hits
# Active calls of the source: *; nt = no result given. An unsorted share of the library. About 4.7% of those tested had a hit in this group.
SMILES,MEKK2wt PB1 HTS,IMP-1 inh,MEKK2 mut-MEK5,SUMO HTRF inh,VIM-2 inh,DNA FID counter,HCV NS3 hel inh,M18AAP inhibitor,NALP1 inh
Cc1ccccc1CN1CCC(n2nccc2NC(=O)c2cccnc2)CC1,99.0,-2.0,-5.0,17.6,-1.9,0.2,-6.6,-9.8,6.8
CN(C)C(CNC(=O)CCc1c[nH]c2ccccc12)c1ccccc1 (stereo not drawn),104.0,-1.4,2.0,-6.4,-0.7,7.4,0.9,0.1,24.2
CCCn1nnnc1SCC(=O)NCc1ccc2c(c1)OCO2,107.0,-1.6,7.0,9.6,0.7,5.8,3.8,-1.1,3.3
CCC1c2ccc(C)n2CCN1C(=O)Nc1cc(Cl)ccc1OC (stereo not drawn),99.0,-0.3,3.0,20.6,-1.8,-2.9,-4.8,-1.6,15.7
COc1ccc(C2c3c(ccc4ccccc34)Oc3ncn4nc(Cc5ccc(OC)c(OC)c5)nc4c32)cc1 (stereo not drawn),113.0,-3.2,15.0,-11.4,0.0,-3.1,-3.3,-1.4,25.4
COC(=O)c1ccc(OCC(O)CN2C(=O)c3ccccc3C2=O)cc1 (stereo not drawn),103.0,-4.5,3.0,-8.7,-1.7,-24.3,6.2,-4.9,-9.2
Cc1nnc(SCC(=O)N(C(C)C)C(C)C)nc1C,99.0,0.5,-1.0,12.2,-1.0,-2.6,1.6,-6.3,27.3
CCc1ccc(N=CC23c4ccccc4C(c4ccccc42)C2C(=O)N(c4ccc(OC)cc4)C(=O)C23)cc1 (stereo not drawn),81.0,-2.0,-4.0,-12.9,-3.8,-16.8,-6.2,8.8,-4.5
CN(C)CCOCCOc1ccc(Cl)c2ccccc12,nt,0.9,16.0,20.7,0.8,17.3,-26.2,-4.1,19.3
COc1ccc(N(CC(=O)Nc2cccc(N(C)S(C)(=O)=O)c2)S(=O)(=O)c2ccc(F)cc2)cc1,106.0,-1.9,1.0,-0.6,-1.3,-31.8,-7.5,0.5,7.0
CC(=O)NC1=NN(C(C)=O)C(C)(c2cccs2)S1 (stereo not drawn),111.0,-3.6,-4.0,26.7,-1.4,0.2,4.3,5.5,-2.6
Cc1nnc(NC(=O)CSc2cn(CCNC(=O)c3ccccc3)c3ccccc23)s1,98.0,-4.0,0.0,-3.4,-2.8,-16.9,-7.2,5.1,23.1
O=C(CS(=O)(=O)c1c[nH]c2ccccc12)NC1CCCCC1,105.0,-3.1,2.0,11.2,-3.8,0.8,-2.4,-12.1,18.7
COc1ccc(CNC(=O)/C(C)=C\C(=O)O)cc1,91.0,-3.3,-11.0,19.5,-3.4,0.9,11.5,-2.0,14.3
CCC(=O)Nc1nn(CC(C)C)c2nc3ccc(C)cc3cc12,102.0,-3.4,7.0,11.7,-0.7,-26.3,-1.1,3.8,2.6
Cc1ccccc1N1CCN(C2CCCN(C(=O)CCC(=O)N(C)C)C2)CC1 (stereo not drawn),100.0,0.4,1.0,-1.1,2.5,-9.0,2.8,2.2,8.1
CC(C)(C)C(=O)NC1CCN(S(C)(=O)=O)CC1,97.0,-3.2,0.0,-33.9,-3.1,0.6,-1.4,-7.9,-52.8
O=C(CN1C(=O)NC2NC(=O)NC21)N/N=C/c1ccccc1F (stereo not drawn),97.0,-4.6,-3.0,-5.3,-3.3,-3.5,3.0,1.7,11.1
O=C(NCc1ccccc1)c1ccc(CS(=O)(=O)Cc2ccccc2F)o1,81.0,0.2,-11.0,15.8,2.8,-12.6,16.1,-8.1,1.8
Cc1ccc(N(Cc2ccco2)C(=O)c2ccc(N3CCCCC3)c([N+](=O)[O-])c2)cc1,93.0,-2.7,1.0,-9.7,-0.8,-2.2,-0.2,-2.4,26.3
COc1ccc(OC)c(S(=O)(=O)Nc2ccccc2C(=O)O)c1,112.0,-2.1,4.0,-14.8,-1.8,-5.6,8.3,-4.2,23.8
Cc1cc(C)c(NC(=O)Cn2nc(-c3ccccc3)nc2-c2ccccc2)c(C)c1,98.0,-2.5,-1.0,9.3,-0.1,-2.3,-4.5,-0.6,15.4
CCOP(=O)(OCC)c1nc(-c2cccc3ccccc23)oc1N1CCOCC1,96.0,0.8,-2.0,44.2,2.3,-37.8,-4.4,2.8,4.8
O=C1/C(=C\c2ccccc2)SC(=S)N1CCC(=O)N1CCCCC1CCO (stereo not drawn),104.0,0.0,6.0,25.5,-1.1,-53.7,-13.0,-3.5,-1.4
COc1ccccc1C/C(N)=N/OC(=O)COc1ccc2ccccc2c1,100.0,-1.5,-5.0,13.9,-3.0,-1.7,2.0,1.6,0.1
# (continued)
SMILES,MEKK2wt PB1 HTS,IMP-1 inh,MEKK2 mut-MEK5,SUMO HTRF inh,VIM-2 inh,DNA FID counter,HCV NS3 hel inh,M18AAP inhibitor,NALP1 inh
O=C1Nc2ccc(S(=O)(=O)N3CCCC3)c3ccc(S(=O)(=O)N4CCCC4)c1c23,96.0,-1.7,2.0,-15.4,-1.5,-0.3,-3.0,-2.2,3.5
O=C(NCCc1ccccc1Cl)C1CCC(=O)N(CC2CCCCC2)C1 (stereo not drawn),98.0,0.9,-1.0,-3.6,2.6,-38.1,-3.7,-9.9,27.4
Cc1nnn(C23C[C@@H]4C[C@@H](CC(C(=O)N5CCN(c6ccccc6)CC5)(C4)C2)C3)n1,75.0,-0.3,-16.0,3.5,2.4,-8.9,3.2,-1.5,3.1
O=C(N/C(=C/c1cccc([N+](=O)[O-])c1)C(=O)N1CCCCC1)c1ccco1,111.0,-0.9,13.0,-0.9,-3.5,-20.2,11.4,6.6,3.1
O=C1CN(C(=O)CNCc2ccc(Cl)cc2)c2ccccc2N1,106.0,-3.2,-1.0,-1.8,-2.0,1.8,0.3,0.8,34.3
FC(F)(F)c1cccc(Cn2cnc(NC(=S)NCCc3ccccc3)n2)c1,104.0,-0.8,-3.0,9.1,-2.5,-4.8,2.9,-3.5,8.8
CCOC(=O)C1CCCN(C(=O)c2ccc(Cl)c(S(=O)(=O)N3CCCCCC3)c2)C1 (stereo not drawn),102.0,-2.0,1.0,-11.2,-0.6,-26.5,-0.8,-1.8,-5.1
O=C(/C=C\c1ccccc1OC(=O)c1ccccc1F)c1cc2ccccc2o1,103.0,-3.1,0.0,-11.9,-2.7,4.4,3.4,8.8,27.6
O=C(NNC(=S)NC(=O)c1cccnc1)c1ccc(F)cc1,90.0,-0.6,-8.0,15.1,-0.5,-3.1,-2.7,12.0,-18.2
COCCNC(=O)CS(=O)(=O)Cc1nc(-c2ccc(C)cc2)oc1C,92.0,-0.3,0.0,24.3,0.7,-11.1,0.9,5.0,12.2
CSC1=NCCN1C(=O)COc1ccc2ccccc2c1,108.0,-2.4,5.0,-2.0,-3.3,-5.9,3.1,-8.6,-15.6
Cc1cc(OC(C)C(=O)NCc2ccccn2)c2c(C)c(C)c(=O)oc2c1 (stereo not drawn),91.0,-1.9,-13.0,7.6,2.2,-36.9,-7.3,-1.1,8.6
COC(=O)c1cccc(NC(=O)CCCOc2ccccc2)c1,102.0,-2.9,2.0,18.1,-1.5,-15.8,-4.1,-0.7,15.6
CC1=NC(=O)C(N=Nc2cccc(O)c2)N1c1ccccc1 (stereo not drawn),101.0,1.6,0.0,-12.8,-2.9,7.9,-0.1,8.9,3.7
COc1ccc(C(=O)Nc2c(F)c(F)c(F)c(F)c2F)c(OC)c1,98.0,-2.8,-3.0,12.9,-2.5,-1.4,-1.7,-7.9,8.6
O=c1c2ccccc2ncn1-c1ccccc1F,106.0,-2.0,5.0,-5.2,-2.9,-5.2,-4.1,6.0,2.6
COc1ccc(-c2nc(CS(=O)(=O)CC(=O)NC3CCCCC3C)c(C)o2)cc1 (stereo not drawn),95.0,-2.0,1.0,19.2,-1.1,-46.4,-1.1,0.9,13.0
Cc1c(Cl)cccc1Nc1nc(N)nc(CN2CCc3ccccc3C2)n1,113.0,-0.3,4.0,-3.0,-3.0,-9.0,-7.8,-2.5,-20.2
COc1ccc(-c2[nH]n(-c3ccc([N+](=O)[O-])cc3)c(=O)c2C=NCC2CCCO2)cc1 (stereo not drawn),105.0,-2.8,7.0,5.0,-2.3,-2.0,6.8,-6.4,-2.7
CCC1=Nc2cc(C(=O)NCC3CCCO3)ccc2Sc2ccc(Cl)cc21 (stereo not drawn),82.0,-4.1,-7.0,-3.3,-3.3,-34.2,-8.9,3.0,nt
Cc1ccc(-n2c3c(c(=O)[nH]c2=O)C(NS(=O)(=O)c2ccc(Cl)cc2)(C(F)(F)F)C(=O)N3)cc1 (stereo not drawn),96.0,-3.6,10.0,-3.9,-1.6,-3.3,-3.0,-6.3,6.9
COc1ccc(C)cc1NC(=S)NNC(=O)c1ccccc1Cl,89.0,-1.1,-13.0,-75.2,-1.9,-5.4,7.2,-2.1,-15.2
COc1ccc(NC(=O)/C(N=Nc2cc(S(=O)(=O)Nc3ccc(OC)cc3)ccc2OC)=C(\C)O)cc1,99.0,-1.0,-2.0,19.2,-2.2,3.0,4.5,-0.6,25.7
Cc1cccc(OCCCn2c(=O)oc3ccccc32)c1,103.0,-0.8,-2.0,-8.9,-0.4,-11.9,-5.8,-2.8,11.0
CCCc1ccc(-c2csc(NC(=O)Cc3cccs3)n2)cc1,107.0,-1.9,15.0,8.6,-4.5,1.3,1.4,-4.9,-7.8

# Structures shown so far that have fluorine (nine):
SMILES,MEKK2wt PB1 HTS,IMP-1 inh,MEKK2 mut-MEK5,SUMO HTRF inh,VIM-2 inh,DNA FID counter,HCV NS3 hel inh,M18AAP inhibitor,NALP1 inh
COc1ccc(N(CC(=O)Nc2cccc(N(C)S(C)(=O)=O)c2)S(=O)(=O)c2ccc(F)cc2)cc1,106.0,-1.9,1.0,-0.6,-1.3,-31.8,-7.5,0.5,7.0
O=C(CN1C(=O)NC2NC(=O)NC21)N/N=C/c1ccccc1F (stereo not drawn),97.0,-4.6,-3.0,-5.3,-3.3,-3.5,3.0,1.7,11.1
O=C(NCc1ccccc1)c1ccc(CS(=O)(=O)Cc2ccccc2F)o1,81.0,0.2,-11.0,15.8,2.8,-12.6,16.1,-8.1,1.8
FC(F)(F)c1cccc(Cn2cnc(NC(=S)NCCc3ccccc3)n2)c1,104.0,-0.8,-3.0,9.1,-2.5,-4.8,2.9,-3.5,8.8
O=C(/C=C\c1ccccc1OC(=O)c1ccccc1F)c1cc2ccccc2o1,103.0,-3.1,0.0,-11.9,-2.7,4.4,3.4,8.8,27.6
O=C(NNC(=S)NC(=O)c1cccnc1)c1ccc(F)cc1,90.0,-0.6,-8.0,15.1,-0.5,-3.1,-2.7,12.0,-18.2
COc1ccc(C(=O)Nc2c(F)c(F)c(F)c(F)c2F)c(OC)c1,98.0,-2.8,-3.0,12.9,-2.5,-1.4,-1.7,-7.9,8.6
O=c1c2ccccc2ncn1-c1ccccc1F,106.0,-2.0,5.0,-5.2,-2.9,-5.2,-4.1,6.0,2.6
Cc1ccc(-n2c3c(c(=O)[nH]c2=O)C(NS(=O)(=O)c2ccc(Cl)cc2)(C(F)(F)F)C(=O)N3)cc1 (stereo not drawn),96.0,-3.6,10.0,-3.9,-1.6,-3.3,-3.0,-6.3,6.9
